# HBB splice mod – modulators of hemoglobin beta chain splicing; HBB splicing reporter cell assay, activation; EGFP reporter with mutant IVS2-654 intron; response scale: normalised to 500 nM splice-correcting PNA; Potency, µM (highest dose often 46.1 µM), for the others: at the highest dose activation, usual class: activators; hit rate 0.06% among 65,000; further: potency means the concentration at half of the fitted maximal effect; 0% is about no effect
#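 Compounds were applied for 2 days to HeLa EGFP-654 cells, 500/well in Optimem with 2% FCS. The reporter's EGFP is disrupted by mis-splicing of beta-globin intron IVS2-654. Readout: summed well GFP fluorescence from 488 nm laser scanning; reference was 500 nM antisense […] 654 PNA.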
# A350 autofl – A350 region autofluorescence | max dye-equivalent concentration, M | Compound autofluorescence, 340/450 nm, Alexa 350 dye-equivalents; hits give high values | AID 590 | hit rate 11% among 59,000; in the data active means max dye-equivalent concentration above about 10 nM; inconclusive means mostly about 1.1 nM to 9.6 nM
# Hsp90 Hop PPI – changes Hsp90-Hop TPR2A binding signal, up or down. hit rate 0.44% among 71,000. Potency, µM (doses to about 57 µM), inactives show at the top dose activity change, negative = inhibition. AID 595. AlphaScreen TPR2A-His6 binding biotin-Hsp90 C-terminal peptide; active means well fitted curve in either direction with a large enough effect; inconclusive means small, poorly fitted or top-dose-only effect, or another doubt; further: potency means the concentration at half of the fitted maximal effect; on the % scale 0 is the no-effect control and ±100 the full control effect; many of its hits are not listed in these tables
# CRE Fsk mod – CRE-bla signaling modulation under forskolin stimulation | hit rate 2.5% among 71,000 | Potency, µM (doses to about 38.2 µM), inactives show top-dose activity change, negative = inhibition, most hits filed as activators | CHO CRE-bla reporter (cAMP response element driving beta-lactamase), forskolin EC10, beta-lactamase ratio; active means well fitted activation curve with a large enough effect in the signal ratio, with a control signal flat, not every such curve was filed as active; inconclusive means small, poorly fitted or top-dose-only effect, or effect the other way, or a change in a side signal; the % refers to the signal ratio; further: potency means the concentration at half of the fitted maximal effect; % of control where 0% means no effect
#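 CHO CRE-bla cells, overnight plating in Opti-MEM with 0.5% dialyzed FBS; cpd titration + EC10 NKH 477, 3 h 37 °C; CCF4 2 h RT; ex 405/em 460 vs 530 ratio → %Activity, AC50.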
# BRCT PPI red – BRCT-phosphoprotein interaction inhibition (red fluorophore); P38398; BRCT-phosphopeptide binding, red fluorescence polarization; Potency, µM (doses to about 76.9 µM), for inactives: top-dose activity change, negative = inhibition, hits mostly inhibitors; hit rate 0.03% among 75,000; AID 892; further: on the % scale 0 is the no-effect control and ±100 the full control effect
#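 Rhodamine-labelled pBACH1 10-mer (100 nM) bound to BRCT domain (100 nM) at pH 7.3; compounds incubated 12 min room temperature, polarization read. Free peptide defines full inhibition; unlabelled decapeptide titrated as control.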
# Ub-GFP proteasome – proteasome inhibitors stabilizing ubiquitin-GFP reporter; AID 526; Potency, µM (doses to about 45.9 µM), without a hit: top-dose activation (GFP accumulation), hits mostly activators; Ubiquitin-GFP reporter cells, proteasome inhibition, GFP fluorescence; response scale: untreated = 0%, 10 µM MG-132 = 100%; 67,000 tested, under 10 active; active means well fitted activation curve with a large enough effect, not every such curve was filed as active; inconclusive means small, poorly fitted or top-dose-only effect, or another doubt; inactive means no such curve, though single readings can be large or run the other way; further: potency means the concentration at half of the fitted maximal effect
#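 Reporter cells (U2OS, ubiquitin-G76V-GFP fusion) are plated overnight, then treated 4 hr at 37 °C with compound titrations from 46 uM down to 2.9 nM. Activity is scaled against untreated cells and 10 uM MG-132.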
# 15-hLO inh – inhibitors of human 15-lipoxygenase (ALOX15) | P16050 | purified 15hLO-1, xylenol orange hydroperoxide absorbance | Potency, µM (doses to about 57.1 µM), for inactives: at the highest dose activity change, negative = inhibition, most hits filed as inhibitors | hit rate 1.4% among 74,000; further: potency means the concentration at half of the fitted maximal effect; on the % scale 0 is the no-effect control and ±100 the full control effect; nearly all actives have a fitted effect of over 55% in size
#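 Inhibition is scored from a chromogenic endpoint. After 15 min enzyme-compound contact, arachidonic acid (50 uM final) reacts 6 min with 40 nM 15hLO-1 at room temperature, then Fe-XO reagent is added for 30 min and absorbance ratio recorded.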
# 4-MU autofl – compounds fluorescent in 4-MU spectral region; AID 589; compound autofluorescence, 340/450 nm, 4-MU equivalents; hits give high values; hit rate 11% among 59,000; max dye-equivalent concentration, M; in the data active means max dye-equivalent concentration above about 10 nM; inconclusive means mostly about 1.1 nM to 9.6 nM
#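 Compounds in 100 mM Tris, pH 8.0, incubated 15 min at room temperature, then fluorescence read at 340 nm excitation/450 nm emission. Signal converted to 4-MU dye-equivalent concentration using an on-plate six-point 4-MU standard curve.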
# DNA Pol III inh – blocks replication by bacterial DNA polymerase III holoenzyme. Potency, µM (doses to about 57.1 µM), without a hit: top-dose activity change, negative = inhibition. hit rate 0.25% among 71,000. reconstituted DNA polymerase III holoenzyme replication, biochemical; further: potency means the concentration at half of the fitted maximal effect; on the % scale 0 is the no-effect control and ±100 the full control effect
#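 Reconstituted *E. coli* holoenzyme (0.35 nM Pol III, 1 nM beta, 154 nM SSB, 2 nM primase) was preincubated with compound for 15 min at RT. Synthesis on 1.4 nM ssM13Gori ran 35 min, then was stopped with PicoGreen/EDTA and read as dsDNA fluorescence.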
# BRCT PPI green – blocks human BRCA1 BRCT binding to phosphopeptide, green readout; P38398; BRCA1 BRCT-phosphopeptide binding, green fluorescence polarization; Potency, µM (top dose mostly 76.9 µM), without a hit: at the highest dose activity change, negative = inhibition, hits mostly inhibitors; hit rate 0.05% among 75,000; AID 875;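 further: potency means the concentration at half of the fitted maximal effect; plate controls were peptide without protein for full effect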
#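 Fluorescence polarization: His-tagged BRCT (~35 kDa BRCA1 C-terminus, 250 nM) bound to 100 nM fluorescein-labeled phosphorylated 10-aa BACH1 peptide, pH 7.3 phosphate buffer with DTT and Tween 20. Compounds incubated 12 min at room temperature; inhibition read as lowered polarization.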
# Epigenetic mod – derepresses silenced GFP locus in mouse C127i cells | Potency, µM (top dose mostly 46.1 µM), without a hit: top-dose GFP derepression (activation) | AID 597 | mouse C127i GFP locus derepression, cytometry, 30 h | hit rate 0.09% among 68,000; further: % of control where 0% means no effect
#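 Locus derepression in mouse mammary C127i cells whose integrated CMV-GFP reporter is normally silent; GFP expression after 30 h compound treatment was quantified by counting fluorescent cells.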
# Numbers without * were called inactive; i = inactive; ? = inconclusive; · = no result given; [ ] = dose if it differs, or a comment. Unless noted, the call rests on the fitted dose curve; in most records, active means well fitted curve in the direction sought with a large enough effect; inconclusive means small, poorly fitted or top-dose-only effect, or another doubt; inactive means no such curve, though single readings can be large; an effect the other way counts as inactive or inconclusive.
SMILES,HBB splice mod,A350 autofl,Hsp90 Hop PPI,CRE Fsk mod,BRCT PPI red,Ub-GFP proteasome,15-hLO inh,4-MU autofl,DNA Pol III inh,BRCT PPI green,Epigenetic mod
Cc1nc(N2CCOCC2)c2nc(-c3ccccc3)n(CCN(C)C)c2n1,1.7%,·,-2%,19%,0.8%,1%,13µM*,·,0%,-1.7%,·
Cc1cc2cc(CN(C(=O)C3CC3)C3CCCC3)c3nnnn3c2cc1C,·,i,-2%,8%,1.1%,-3%,1%,i,-2%,3.6%,-2%
C=C1CC[C@@H]2O[C@]2(C)CC[C@@H]2[C@H]1CC2(C)C,·,i,-5%,?,·,-2%,·,i,0%,·,9%[9.22 µM]
C=CCc1cccc(/C=N/c2ncccc2O)c1O,-0.2%[9.22 µM],·,-12%,-5%,0.6%,6%,-18%,·,-18%,0.4%,0%
O=C(NCc1ccc2c(c1)OCO2)c1ccc2c(c1)C(=O)N(Cc1cccnc1)C2=O,-0.6%,i,-3%,-12%,1.0%,8%,-2%,i,-2%,-1.2%,2%
Cc1nc2c(-c3ccccc3)c(C)nn2c(C)c1CCC(=O)NCc1ccco1,-0.9%,·,-5%[2.3 µM],8%,0.7%,16%,-6%,·,3%,-4.6%,·
COc1ccc(-c2nnc(SCC(=O)N3CCCCC3)o2)c(OC)c1,·,i,2%,11%,-2.2%,-1%,1%,i,-2%,-3.7%,2%
Cc1nn(C)c(Cl)c1S(=O)(=O)N[C@@H](c1ccccc1)[C@]1(C)C[C@H]1[C@@H](C)C(=O)Nc1ccc2ccccc2c1,2.7%,·,-11%,-14%,0.9%,·,·,·,-3%,2.3%,·
Cn1c(SCC(=O)NC2CCCC2)nc2cccnc21,·,i,-1%,5%,-1.8%,9%,11%,i,-4%,-3.2%,0%
COc1cc(C2c3c(oc4ccccc4c3=O)C(=O)N2Cc2cccnc2)cc(OC)c1OC (configuration not stated),-0.9%,i,0%,-26%,1.2%,10%,0%,i,-3%,-1.9%,0%
O=C(NCc1ccncc1)C(F)(F)C(F)(F)C(=O)NCc1ccncc1,-2.0%[0.0738 µM],·,-4%[11 µM],-17%[7.6 µM],-0.2%,0%[9.17 µM],2%[11.4 µM],·,0%[11.4 µM],-0.5%,-2%
Cc1ccccc1OCC1CO1 (configuration not stated),-0.3%,·,-5%,1%,-1.2%,·,-1%,·,-11%,-2.6%,·
CC1CCCCC1NC(=O)CSc1nnc(CN2CCOCC2)n1C (configuration not stated),0.1%,i,-5%,4%,2.0%,3%,1%,i,-5%,1.0%,-3%
O=C(CN1C(=O)c2ccccc2S1(=O)=O)Nc1ccc(S(=O)(=O)N2CCCCCC2)cc1,-1.3%,i,-6%,-6%,0.3%,-7%,-6%,i,5%,-1.0%,0%
CCOC(=O)NC1(Nc2ccc(Cl)cn2)Oc2ccccc2O1,-1.4%,?,0%,?,0.7%,3%,25µM*,?,-5%,-2.8%,1%
CCOCCCNC(=O)c1c(C)c(C(=O)OCC)n(C)c1C,0.4%,i,0%,12%,0.5%,-1%,3%,i,3%,-0.6%,-1%
Cn1c(CCCCCN)nc2ccccc21,-8.5%,i,-5%,-10%,-0.6%,3%,-8%,i,-8%,-1.0%,-2%
NS(=O)(=O)c1ccc(N=Nc2nc3[nH]c(=O)[nH]c(=O)c3[nH]2)cc1,0.2%[9.22 µM],?,-6%[11 µM],-4%[7.6 µM],0.3%[15.4 µM],-5%[9.17 µM],?,?,-10%[11.4 µM],0.6%[15.4 µM],-1%[9.22 µM]
c1ccc2c(c1)CC1(CCCC1)n1nnnc1-2,1.9%[0.369 µM],i,-5%,2%,-0.6%,-7%,11%,i,0%,-0.1%,0%
CCOC(=O)c1[nH]c2cc3c(cc2c1CCCN1C(=O)c2ccccc2C1=O)OCCO3,1.2%[57.5 µM],i,-2%,?,-2.9%,-4%,-6%,i,-2%,-2.0%,0%
CCOC(=O)c1cn(-c2ccccc2)nc1-c1ccncc1,3.5%,i,4%,10µM*,0.0%,-1%,4%,i,2%,0.6%,-1%
COc1ccc(OC)c(C2C(C(=O)Nc3cccnc3)=C(C)NC3=C2C(=O)CCC3)c1 (configuration not stated),2.1%,5.6e-08M*,-4%,?,-0.3%,0%,2%,6.2e-08M*,-3%,-1.1%,-3%
CCN(Cc1cc2ccccc2[nH]c1=O)C(=O)C1CCCCC1,3.5%[0.369 µM],i,-3%,?,0.3%,·,-13%,i,-1%,-2.1%,-2%
CC(=O)N1CCC2(CCCN(c3ccccc3)C2)CC1,2.0%,i,-1%,-11%,-2.4%,-2%,7%,i,-2%,7.2%,-2%[9.22 µM]
Cc1cc(NC(=O)CSc2nc3ccccc3c(=O)n2CCCC(=O)NCc2ccco2)n[nH]1,2.0%,i,-8%,0%,-1.3%,13%,10%,i,-3%,3.3%,-3%

# More records
SMILES,HBB splice mod,A350 autofl,Hsp90 Hop PPI,CRE Fsk mod,BRCT PPI red,Ub-GFP proteasome,15-hLO inh,4-MU autofl,DNA Pol III inh,BRCT PPI green,Epigenetic mod
Cc1ccccc1NS(=O)(=O)c1cc(C(=O)N2CCCC2)ccc1C,6.3%,?,-1%,-10%,0.6%,-3%,3%,i,-1%,-1.6%,-2%
COc1ccc(C2NCCc3cc(OC)c(OC)cc32)cc1OC (configuration not stated),-3.2%,i,-5%,?,0.0%,-7%,4%,i,0%,0.6%,3%
c1ccc(-c2noc(CSc3nnc(Cc4cccs4)n3-c3ccccc3)n2)cc1,-1.6%,?,-17%,?,-2.3%,-2%,-11%,?,-10%,0.8%,3%
O=C(Nc1cccnc1)C1OCCc2ccccc21 (configuration not stated),6.2%,?,-1%,-6%,0.5%,1%,9%,i,-1%,0.3%,9%
CCOc1ccc(C2CC(c3cccc(OC)c3)Nc3nc(N)nn32)cc1 (configuration not stated),0.1%,·,-6%,6%,1.1%,-6%,43%[activator],·,1%,-0.5%,0%
O=C(c1cccc(S(=O)(=O)N2CCCC2)c1)N1CCN(c2ccccc2F)CC1,-1.8%,i,?,26%,-2.6%,0%,-16%,i,-4%,0.6%,3%
O=C1c2[nH]nc(-c3ccccc3O)c2C(c2ccccc2F)N1Cc1ccco1 (configuration not stated),2.3%[0.369 µM],i,-8%,10%,1.3%,5%,?,i,-1%,-0.7%,4%
Cc1sc2ncn(CC(=O)OCC(=O)NC(C)(C)C)c(=O)c2c1C,·,i,?,20%,-1.9%,-6%,-8%,i,-5%,0.8%,-1%
N=C(N)c1ccc(-c2ccc(-c3ccc(C(=N)N)cc3)o2)cc1,5.3%[9.22 µM],8.9e-06M*,0%[11 µM],?,0.8%[15.4 µM],15%[9.17 µM],12%[11.4 µM],8.4e-06M*,-18%[11.4 µM],0.9%[15.4 µM],6%[9.22 µM]
CCCCCc1nc2c(=O)n(C)c3ccccc3c2o1,-0.4%,i,0%,17%,-2.0%,-10%,-21%,i,0%,2.7%,-4%
CCCSc1nc2c(cnn2-c2ccccc2)c(=O)[nH]1,1.3%,·,-5%,-1%,0.7%,4%,6%,·,-8%,-1.2%,·
CCn1cc(C2=NC(C(C)C)CO2)c2ccccc21 (configuration not stated),-0.5%,·,1%,0%,3.4%,8%,-8%,·,-6%,1.6%,0%
CC1CCN(S(=O)(=O)c2ccc3c(c2)oc(=O)n3CC(=O)N2c3ccccc3CC2C)CC1 (configuration not stated),-0.4%,·,-5%,?,0.5%,-3%,-1%,·,-3%,3.0%,-3%
Cc1ccc(S(=O)(=O)NC2=NCN(Cc3ccccc3)CN2)cc1,-1.8%[57.5 µM],i,-3%,9%,0.1%,3%,2%,i,1%,-2.1%,-2%
O=C(OCc1ccc(F)cc1Cl)c1ccccn1,-1.0%,?,-5%,?,-0.8%,0%,?,?,-5%,-2.3%,3%
O=S(=O)(c1ccc(Br)cc1)N1CCN(S(=O)(=O)c2ccc(Br)cc2)CC1,1.1%[9.22 µM],i,-2%[11 µM],-8%[7.6 µM],0.5%[15.4 µM],1%[9.17 µM],11%[11.4 µM],i,1%[11.4 µM],-0.3%[15.4 µM],-3%[9.22 µM]
Cc1ccccc1NC(=O)Cn1cnc2c(oc3ccccc32)c1=O,1.1%[0.369 µM],?,-4%,26%,-0.6%,-3%,4%,i,-10%,-0.1%,0%
Cc1cc(=O)[nH]c2c(C)c(N)ccc12,4.2%[1.84 µM],8.7e-07M*,-1%,?,-0.5%,-4%,5%,1.2e-06M*,-4%,-2.8%,4%

# Screening results (PubChem)

# Random draw from the library, and some 12% of all compounds hit somewhere here.
